# Assay outcomes deposited in PubChem BioAssay by several laboratories.
# Rev-erbA mod – modulators of Rev-erb alpha DNA binding, primary screen, biochemical, FITC-DNA, fluorescence polarization, uHTS; Rev-erbα–FITC-DNA binding, 90 min; activity, % at 10 µM; 370,000 compounds, 0.79% hits;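 active = activity above about 14%, limit read from the data; passing the limit was not always enough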;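 note: 0% = DMSO wells with 35 nM protein and 100% = DMSO wells with 750 nM protein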
# HTRA1 inhibitor – HTRA1 serine protease inhibitors, primary screen, biochemical, fluorescence polarization, HTS | Q92743 | recombinant HTRA1, FP-rhodamine activity-based probe | inhibition, % at 5.96 µM | 340,000 compounds, 0.5% hits; in the data active = inhibition above about 36%;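 note: 0% = enzyme with DMSO and 100% = wells lacking enzyme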
# ASAP1 inh – inhibitors of human ASAP1 ArfGAP activity, primary screen, biochemical, fluorescence polarization. ASAP1-stimulated ARF1 GTP hydrolysis, GDP FP detection. inhibition, % at 16.5 µM. 360,000 compounds, 0.19% hits. AID 624377, 2012; in the data active = inhibition above about 25%;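 note: 0% = vehicle with enzyme and substrate and 100% = no enzyme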
# Target sequence (Q9ULH1 325-724 limits assumed): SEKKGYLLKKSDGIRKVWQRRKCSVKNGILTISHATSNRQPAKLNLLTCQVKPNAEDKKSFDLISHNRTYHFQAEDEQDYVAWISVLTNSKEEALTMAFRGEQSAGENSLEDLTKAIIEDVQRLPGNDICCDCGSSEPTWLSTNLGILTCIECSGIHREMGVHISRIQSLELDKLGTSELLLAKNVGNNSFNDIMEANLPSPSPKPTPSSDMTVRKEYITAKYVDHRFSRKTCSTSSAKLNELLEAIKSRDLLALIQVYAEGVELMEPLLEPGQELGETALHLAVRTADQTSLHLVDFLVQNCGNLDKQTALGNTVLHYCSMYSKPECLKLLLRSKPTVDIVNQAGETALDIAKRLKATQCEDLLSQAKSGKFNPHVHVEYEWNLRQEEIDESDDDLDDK
# PG9 Ab binder – binders of HIV-1 gp120 antibody PG9, primary screen, biochemical, TR-FRET | HIV-1 gp120 / PG9 antibody interaction | TR-FRET gp120-PG9 antibody binding | inhibition, % at 6.7 µM | 360,000 compounds, 0.43% hits | AID 624416, 2012; in the data active = inhibition above about 8.5%
# SMARCA2 act – SMARCA2 (BRM) function activators, primary screen, cell-based, luminescence, high throughput; MG213 cells, MMTV-luciferase reporter, dexamethasone, overnight; activation, % at 9.1 µM; 370,000 compounds, 1% hits; AID 652017, 2013; in the data active = activation above about 7.8%;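 note: 0% = vehicle wells and 100% = reference activator wells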
# ARFGAP1 inhibitor – inhibitors of rat ARFGAP1 GAP activity, primary screen, biochemical, fluorescence polarization, GDP tracer | 360,000 compounds, 0.26% hits | inhibition, % at 16.5 µM | Arfgap1-stimulated ARF1 GTP hydrolysis, GDP FP detection;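 active = inhibition above a per-plate limit, mean inhibition of low control wells plus 3 SD, cut at about 25% in these data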;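 note: 0% = DMSO wells with enzyme and 100% = wells lacking Arfgap1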
# Target sequence (Q62848 1-136 limits assumed): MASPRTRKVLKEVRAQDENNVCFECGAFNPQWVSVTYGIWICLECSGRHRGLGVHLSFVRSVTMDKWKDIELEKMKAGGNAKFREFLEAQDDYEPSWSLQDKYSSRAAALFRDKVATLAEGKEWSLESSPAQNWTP
#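 Material: rat Arfgap1 GAP domain (His6, aa 1-136), purified enzyme. Also added: human ARF1(Δ1-17)-GTP substrate. Compound dosing: 16.5 µM single point, 1.26% DMSO. Timing: enzyme reaction 120 min at 25 °C after 20 min preincubation. Signal: GDP detection by fluorescence polarization. Read-out basis: percent inhibition of GAP-stimulated GDP formation, scaled between DMSO and no-Arfgap1 medians.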
# GC-B act – human GC-B receptor activators, primary screen, HEK293 GC-B cells, cGMP TR-FRET, EC30 CNP; Atrial natriuretic peptide receptor 2 (Homo sapiens), P20594; 0% at EC30 CNP, 100% saturating CNP; activation, % at 10 µM; 370,000 compounds, 0.11% hits; AID 1920062, 2024;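 active = activation at 10 µM reaching about 35% in either raw or pattern-adjusted values, limit read from the data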
# rCAG RNA binder – binders of r(CAG) RNA repeats, primary screen, biochemical, fluorescence | r(CAG) RNA repeat, TO-PRO-1 dye displacement fluorescence | inhibition, % at 3 µM | 370,000 compounds, 1.3% hits;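 active = inhibition above the plate cutoff, the mean of all test compounds on that plate plus 3 SD, cut at about 35% in these data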;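 note: 0% = DMSO alone and 100% = 100 µM mitoxantrone as full dye displacement; higher means more dye released from RNA so lower well fluorescence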
# ABHD4 inh – ABHD4 inhibitors, primary screen, biochemical, fluorescence polarization, mouse; (Lyso)-N-acylphosphatidylethanolamine lipase (Mus musculus), Q8VD66; purified mABHD4, FP-Rh probe fluorescence polarization; inhibition, % at 8.92 µM; 370,000 compounds, 0.54% hits;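 active = inhibition exceeding the mean over every tested compound plus 3 SD, cut at about 30% in these data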;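 note: 0% = plate median of compound wells and 100% = S159A mutant with DMSO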
# Target sequence (Q8VD66 whole entry, looked up): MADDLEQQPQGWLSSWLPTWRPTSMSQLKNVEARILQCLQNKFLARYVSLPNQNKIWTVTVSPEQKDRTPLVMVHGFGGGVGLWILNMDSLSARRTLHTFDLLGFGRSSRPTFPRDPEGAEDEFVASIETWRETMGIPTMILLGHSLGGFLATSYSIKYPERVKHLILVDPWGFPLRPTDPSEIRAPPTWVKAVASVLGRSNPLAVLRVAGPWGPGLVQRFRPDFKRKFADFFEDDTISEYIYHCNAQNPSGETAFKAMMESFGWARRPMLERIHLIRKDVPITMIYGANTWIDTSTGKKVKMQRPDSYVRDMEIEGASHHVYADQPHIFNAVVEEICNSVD
#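 System: mouse ABHD4 enzyme, wild type / Medium: HEPES pH 7.0, NaCl, Pluronic buffer / Reagent: FP-Rh activity-based fluorescent probe / Control set: S159A mutant high control, sample median low control / Detection: fluorescence polarization with parallel and perpendicular emission, 525/598 nm / Schedule: 45 min + 60 min at 25 °C / Compound dosing: 8.92 µM, single dose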
# NPR1 activator – GC-A stimulated cGMP production enhancers – HEK293 GC-A cells, cGMP TR-FRET, EC30 ANP, primary screen. activation, % at 10 µM. AID 1671463, 2021. 0% at EC30 ANP, 100% saturating ANP. Atrial natriuretic peptide receptor 1 (Homo sapiens), P16066. 370,000 compounds, 0.14% hits; in the data active = activation above about 40%
# Numbers without * were called inactive; . = no result given.
cpd | SMILES | Rev-erbA mod | HTRA1 inhibitor | ASAP1 inh | PG9 Ab binder | SMARCA2 act
1 | Cn1c(=O)c2c(=O)cc(NNC(=O)CC#N)[nH]c2n(C)c1=O | -1.5 | -3.4 | 7.4 | -0.2 | -0.2
2 | CCC(=O)N=c1sc2cc([N+](=O)[O-])ccc2n1CCOC | 11.3 | 5.0 | 5.2 | 0.1 | -0.3
3 | COc1ccc(-c2csc(NC(CO)c3nc4ccccc4n3CCCO)n2)cc1 (centres undefined) | -6.8 | 0.1 | 6.0 | -1.9 | -1.3
4 | COc1ccc(N2CCN(C(=O)CCCn3c(=O)c4cccn4c4cccnc43)CC2)cc1 | 5.3 | 0.2 | -7.3 | -0.9 | -2.9
5 | CCC(=O)Oc1ccc(C2N(C(=O)CC)CCN2S(=O)(=O)c2ccc(C)cc2)cc1OC (centres undefined) | -6.8 | 3.2 | 8.3 | 0.2 | -1.2
6 | CCN(CC)C(=O)COn1c(SCC(=O)N(CC)CC)nc2ccccc2c1=O | -4.6 | 8.0 | 4.7 | -0.7 | -1.6
7 | O=[N+]([O-])c1ccc(Cl)c(S(=O)(=O)/N=C(/Nc2cccnc2)c2ccccc2)c1 | -3.8 | -1.9 | 1.4 | -1.4 | -2.1
8 | CCOC(=O)c1c(C)n(C)c2ccc(OC(C)=O)cc12 | 1.8 | -2.2 | -8.1 | -3.0 | 0.8
9 | CCOC(=O)C1CCN(CC(=O)Nc2ccc(S(=O)(=O)N3CCC(C)CC3)cc2)CC1 | -1.0 | -0.9 | -7.9 | -2.3 | -3.0
10 | CCN(CC)C(=O)/C(=C\c1ccncc1)NC(=O)c1ccccc1 | 2.6 | 2.1 | -6.6 | -1.5 | 3.3

cpd | ARFGAP1 inhibitor | GC-B act | rCAG RNA binder | ABHD4 inh | NPR1 activator
1 | 4.2 | 0.8 | 4.6 | 5.8 | 3.3
2 | 4.5 | -2.3 | -1.4 | 7.7 | 7.4
3 | -0.6 | -3.4 | 4.3 | -0.6 | -4.9
4 | -22.7 | 0.2 | -3.9 | 1.3 | 1.6
5 | 3.0 | -2.0 | -4.8 | -1.6 | 0.7
6 | -1.0 | 2.7 | -6.9 | 5.3 | 1.5
7 | -3.4 | 0.7 | 7.8 | 3.8 | 0.4
8 | 4.1 | 3.0 | -2.8 | 5.7 | 2.5
9 | 19.0 | 0.9 | -3.9 | -17.4 | 0.6
10 | -5.5 | 2.6 | -1.2 | -1.7 | -1.4

# Other results follow.
cpd | SMILES | Rev-erbA mod | HTRA1 inhibitor | ASAP1 inh | PG9 Ab binder | SMARCA2 act
11 | COc1ccc(NS(=O)(=O)c2cccc(C(=O)O)c2)cc1 | -1.1 | 3.0 | -5.3 | -0.4 | 3.7
12 | CN(c1ccccc1C(=O)N1CCc2ccccc2C1)S(C)(=O)=O | 2.3 | 0.1 | 6.4 | 4.2 | -4.1
13 | Cc1ccccc1C#N | -3.4 | -2.6 | 8.1 | 0.0 | -3.2
14 | O=C(OC1CCCCC1=O)c1cccc(S(=O)(=O)N2CCOCC2)c1 (centres undefined) | 2.0 | 3.2 | -1.1 | -0.5 | 0.5
15 | CCOC(=O)c1nnn(-c2nonc2-n2cccc2)c1C | -2.2 | -1.2 | -11.9 | -1.5 | 1.4
16 | CNC(=O)N(C1=NCC(C)S1)c1ccc(F)cc1F (centres undefined) | 2.1 | 0.7 | 5.2 | -1.1 | -0.8
17 | CC(C)(C)OC(=O)C[C@@H]1C/C=C\C[C@H](CC(=O)N[C@H](CO)Cc2ccccc2)C(=O)N[C@H](C(C)(C)C)COC1=O | -2.5 | 3.6 | 1.4 | -0.1 | -3.3
18 | COc1ccc2c(c1)c(C(=O)CNc1nc(C)cs1)c(C)n2C | -5.3 | 0.5 | -5.1 | -8.8 | 1.4
19 | Cc1ccc(S(=O)(=O)N2CCN(c3ccc([N+](=O)[O-])cn3)CC2)cc1 | -2.3 | 6.2 | -16.8 | -2.5 | -1.2
20 | Cn1cnnc1SCNC(=O)C(F)(F)F | -3.1 | 4.9 | 12.7 | -2.0 | -3.0

cpd | ARFGAP1 inhibitor | GC-B act | rCAG RNA binder | ABHD4 inh | NPR1 activator
11 | 0.2 | 1.8 | 2.0 | -4.9 | -3.4
12 | 10.8 | 7.5 | 3.5 | -0.9 | -5.2
13 | 1.0 | -0.3 | 1.7 | 1.3 | 1.3
14 | 4.3 | -1.3 | -3.5 | -0.2 | 5.6
15 | 5.7 | 1.4 | 7.2 | -0.7 | -3.2
16 | -2.3 | 7.3 | -2.7 | 4.7 | 14.0
17 | 1.8 | 1.4 | -1.8 | 0.9 | -0.5
18 | 1.1 | -4.0 | 0.5 | 15.2 | -12.1
19 | -0.6 | -7.0 | -0.7 | -0.2 | -0.4
20 | -4.9 | 2.4 | 2.5 | -9.8 | 4.6

# Pulled by structure from the list above:
cpd | SMILES | Rev-erbA mod | HTRA1 inhibitor | ASAP1 inh | PG9 Ab binder | SMARCA2 act
16 | CNC(=O)N(C1=NCC(C)S1)c1ccc(F)cc1F (centres undefined) | 2.1 | 0.7 | 5.2 | -1.1 | -0.8
11 | COc1ccc(NS(=O)(=O)c2cccc(C(=O)O)c2)cc1 | -1.1 | 3.0 | -5.3 | -0.4 | 3.7
20 | Cn1cnnc1SCNC(=O)C(F)(F)F | -3.1 | 4.9 | 12.7 | -2.0 | -3.0

cpd | ARFGAP1 inhibitor | GC-B act | rCAG RNA binder | ABHD4 inh | NPR1 activator
16 | -2.3 | 7.3 | -2.7 | 4.7 | 14.0
11 | 0.2 | 1.8 | 2.0 | -4.9 | -3.4
20 | -4.9 | 2.4 | 2.5 | -9.8 | 4.6

# Other compounds.
cpd | SMILES | Rev-erbA mod | HTRA1 inhibitor | ASAP1 inh | PG9 Ab binder | SMARCA2 act
21 | CC(=O)NCCc1ccc(C(=O)COC(=O)c2cc(C)oc2C)cc1 | -3.7 | 0.9 | 9.2 | 1.4 | 1.7
22 | Cc1ccc(NC(=O)Cn2c(=O)cnc3ccccc32)cc1S(=O)(=O)N(C)C | 4.6 | 6.2 | 1.6 | 0.5 | -2.4
23 | CC1(c2ccc([N+](=O)[O-])cc2)NC(=O)N(CC(=O)c2ccc3c(c2)OCO3)C1=O (centres undefined) | 3.6 | -3.1 | 12.1 | -0.2 | 3.2
24 | CC(C)Oc1cc(F)ccc1-c1cc(C(=O)NCc2cccnc2)[nH]n1 | -2.7 | . | -17.7 | -1.5 | 2.9

cpd | ARFGAP1 inhibitor | GC-B act | rCAG RNA binder | ABHD4 inh | NPR1 activator
21 | -3.0 | 3.0 | 4.6 | 4.5 | -3.3
22 | -3.9 | -0.6 | 6.1 | 2.5 | -6.3
23 | 5.1 | -6.6 | 6.3 | 9.5 | 2.5
24 | 4.6 | 2.0 | -0.1 | -0.3 | -1.4

# Record cards, from the list above. Order of values: Rev-erbA mod | HTRA1 inhibitor | ASAP1 inh | PG9 Ab binder | SMARCA2 act | ARFGAP1 inhibitor | GC-B act | rCAG RNA binder | ABHD4 inh | NPR1 activator
# CC1(c2ccc([N+](=O)[O-])cc2)NC(=O)N(CC(=O)c2ccc3c(c2)OCO3)C1=O (centres undefined) as listed: 3.6 | -3.1 | 12.1 | -0.2 | 3.2 | 5.1 | -6.6 | 6.3 | 9.5 | 2.5
# Cc1ccc(NC(=O)Cn2c(=O)cnc3ccccc32)cc1S(=O)(=O)N(C)C as listed: 4.6 | 6.2 | 1.6 | 0.5 | -2.4 | -3.9 | -0.6 | 6.1 | 2.5 | -6.3
# CC(=O)NCCc1ccc(C(=O)COC(=O)c2cc(C)oc2C)cc1 as listed: -3.7 | 0.9 | 9.2 | 1.4 | 1.7 | -3.0 | 3.0 | 4.6 | 4.5 | -3.3
